Screening results from PubChem BioAssay.
D2 antag – antagonists of human D2 dopamine receptor | P14416 | HEK293 TREx D2 cells, calcium flux, dopamine EC80 | inhibition, % at 10 µM | 2% of 340,000 active | AID 485344; in the data active means inhibition above about 30%; further: 0% is about no effect
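Inhibition of EC80 dopamine-driven calcium flux, recorded kinetically, defines activity here; cells are a tetracycline-induced HEK293 T-REx line expressing force-coupled D2.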
rTrxR1 inhibitor – rat TrxR1 inhibition; O89049; 1% of 390,000 active; Potency, µM (series often up to 114 µM), without a hit: at the top dose activity change, negative = inhibition, actives largely listed as inhibitors; recombinant rTrxR1, NADPH fluorescence consumption, selenite substrate; further: potency means the concentration at half of the fitted maximal effect; on the % scale 0 is the no-effect control and ±100 the full control effect; nearly all actives have a fitted effect of over 65% in size
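Rat TrxR1 (90 nM in the dispensed reagent) was pre-reduced with 400 uM NADPH for 5 min at room temperature, then incubated with compound for 15 min. After 400 uM selenite was added, NADPH fluorescence (Ex 340/Em 450 nm) was followed for 8 min.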
TRHR enhancer – allosterically enhances the human TRH receptor | AID 493056 | P34981 | 0.66% of 360,000 active | TRHR cells, fluo-8 calcium fluorescence, EC20 TRH enhancement | enhancement, % at 2 µM; in the data active means enhancement above about 30%; further: 0% is about no effect
Target sequence (P34981 whole entry, looked up): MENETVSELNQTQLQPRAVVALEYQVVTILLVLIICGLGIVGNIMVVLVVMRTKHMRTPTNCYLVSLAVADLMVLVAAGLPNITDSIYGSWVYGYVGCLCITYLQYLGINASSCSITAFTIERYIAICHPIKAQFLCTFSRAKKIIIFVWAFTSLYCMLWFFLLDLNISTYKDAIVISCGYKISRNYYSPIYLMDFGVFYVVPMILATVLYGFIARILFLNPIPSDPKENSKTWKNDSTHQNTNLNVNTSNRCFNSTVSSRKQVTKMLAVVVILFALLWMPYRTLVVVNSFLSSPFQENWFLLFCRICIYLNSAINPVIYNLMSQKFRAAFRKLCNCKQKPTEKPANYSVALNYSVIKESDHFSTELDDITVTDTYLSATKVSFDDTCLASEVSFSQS
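TRHR-expressing cells loaded with fluo-8 calcium dye were read kinetically (ex 480/em 530) during compound addition, then stimulated with an EC20 of TRH (10 nM final). Enhancement of the Gq-mediated intracellular calcium response was scored.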
USP1-UAF1 inh – USP1/UAF1 (human) deubiquitinase inhibition | recombinant USP1/UAF1, Ub-Rhodamine cleavage fluorescence | Potency, µM (doses to about 57.1 µM), without a hit: at the highest dose activity change, negative = inhibition, actives largely listed as inhibitors | 0.23% of 390,000 active; further: potency means the concentration at half of the fitted maximal effect; on the % scale 0 is the no-effect control and ±100 the full control effect; nearly all actives have a fitted effect of over 60% in size; inactives centre near -12
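In this screen, compounds sit with the deubiquitinase complex (1nM) for 15 min at room temperature before Ub-Rho is added at 150nM final. Fluorescence rise is then followed for 6 reads every 60 seconds.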
D2 ag – activates the human D2 dopamine receptor | P14416 | HEK293 T-REx D2 cells, calcium flux agonist mode | activation, % at 2 µM | 0.53% of 340,000 active | AID 485358;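 active means activation over 3 SD above normal in the single-dose calcium agonist read, cut at about 30% in these data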; further: 0% is about no effect
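Tetracycline-induced HEK293 Trex cells with D2 receptor force-coupled to calcium signaling, plated overnight at 30 C and loaded with no-wash calcium dye. Calcium flux read kinetically for 180 s after compound addition; responses flag agonists.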
TrxR1 substrate – is turned over as a substrate by rat TrxR1. O89049. purified TrxR1 substrate turnover, NADPH consumption readout. Potency, µM (titrated, usually from 114 µM), for the others: at the highest dose activity change, negative = substrate turnover. 0.01% of 390,000 active. AID 588456; further: potency means the concentration at half of the fitted maximal effect; on the % scale 0 is the no-effect control and ±100 the full control effect; nearly all actives have a fitted effect of over 50% in size
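Rat TrxR1, dispensed at 90 nM, was prereduced with 400 uM NADPH (final) for 5 min at ~22 deg C, then incubated with compound 15 min before 400 uM selenite. A first-read NADPH fluorescence drop versus no-compound background flagged substrates.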
Pin1 inhibitor – human Pin1 inhibition | Pin1 FP peptide displacement, HiFluor488, 10 min | Potency, µM (series often up to 115 µM), for inactives: top-dose activity, negative = inhibition, usual class: inhibitors | Q13526 | 0.009% of 390,000 active; active means well fitted inhibition curve with a large enough effect in the polarisation, with a control signal flat, not every such curve was filed as active; inconclusive means small, poorly fitted or top-dose-only effect, or effect the other way, or a change in a side signal; inactive means no such curve, though single readings can be large or run the other way; the % refers to the polarisation; further: potency means the concentration at half of the fitted maximal effect; on the % scale 0 is the no-effect control and ±100 the full control effect
Target sequence (Q13526 whole entry, looked up): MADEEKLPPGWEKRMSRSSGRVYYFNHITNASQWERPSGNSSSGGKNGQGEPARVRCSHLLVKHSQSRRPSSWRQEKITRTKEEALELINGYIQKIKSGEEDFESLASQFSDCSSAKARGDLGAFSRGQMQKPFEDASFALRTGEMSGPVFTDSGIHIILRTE
TRHR ag – activates the human TRH receptor. P34981. TRHR cells, calcium flux fluo-8, FDSS agonist mode. activation, % at 2 µM. 0.18% of 360,000 active. AID 493084; in the data active means activation above about 30%; further: 0% is about no effect
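Agonist-mode FDSS calcium read (Ex 480/Em 530, 1 s cycles) in 1536-well TRHR cells with fluo-8 dye, after 10-cycle baseline and 23 nL compound addition; TRH at EC20 (10 nM final) added afterwards for the enhancer phase.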
IDH1 R132H inh – inhibitors of human mutant IDH1 R132H; IDH1-R132H enzyme, NADPH consumption, diaphorase/resazurin fluorescence; Potency, µM (highest dose often 76.6 µM), for the others: at the top dose activity change, negative = inhibition, usual class: inhibitors; 0.093% of 390,000 active; further: potency means the concentration at half of the fitted maximal effect; on the % scale 0 is the no-effect control and ±100 the full control effect; nearly all actives have a fitted effect of over 65% in size
Target sequence (O75874 whole entry R132H, stated change not applied): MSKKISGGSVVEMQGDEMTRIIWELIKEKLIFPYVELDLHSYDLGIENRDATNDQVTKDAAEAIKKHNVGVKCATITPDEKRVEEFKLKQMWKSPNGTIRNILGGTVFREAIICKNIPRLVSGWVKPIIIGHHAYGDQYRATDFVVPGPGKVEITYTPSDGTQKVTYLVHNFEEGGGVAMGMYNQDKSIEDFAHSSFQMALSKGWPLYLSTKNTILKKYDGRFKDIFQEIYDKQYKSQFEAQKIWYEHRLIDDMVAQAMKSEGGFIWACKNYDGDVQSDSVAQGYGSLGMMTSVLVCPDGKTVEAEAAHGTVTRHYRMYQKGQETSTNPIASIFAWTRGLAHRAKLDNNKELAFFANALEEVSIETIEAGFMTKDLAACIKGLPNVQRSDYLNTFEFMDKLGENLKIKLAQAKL
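IDH1-R132H (0.5 ug/mL dispensed) in pH 7.5 Tris buffer was preincubated 30 min with compound, then given a substrate mix of 0.016 mM NADPH and 2 mM alpha-KG for 80 min at room temperature; remaining NADPH was read by diaphorase/resazurin fluorescence.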
Starred values were filed as active, the others as inactive; ? = inconclusive; · = not tested or not shown; [ ] = remark or other dose. Unless noted, the call rests on the fitted dose curve; in most records, active means well fitted inhibition curve with a large enough effect; inconclusive means small, poorly fitted or top-dose-only effect; inactive means no such curve, though single readings can be large or run the other way. Some of the compounds tested; rates above refer to the full screens.

SMILES	D2 antag	rTrxR1 inhibitor	TRHR enhancer	USP1-UAF1 inh	D2 ag	TrxR1 substrate	Pin1 inhibitor	TRHR ag	IDH1 R132H inh
Cc1c(Cl)cccc1NC(=O)Nc1cnccn1	-2	20%	-5	-22%	0.7	8%	1%	0.3	-4%
COc1ccc(Nc2cc(C(=O)NC3CCC(C)CC3)c3ccccc3n2)cc1OC (configuration not stated)	·	-18%	1	?	-0.1	-8%	-1%	-0.8	-19%
COc1ccc2c(c1)C(CC(=O)NN)CCC2 (configuration not stated)	·	29%	·	-16%	·	18%	-13%	·	2%
CC1(C)C2([N+](=O)[O-])CN(CCO)CC1([N+](=O)[O-])CN(CCO)C2	7	14%[57.1 µM]	-4	-6%	-0.1	16%[57.1 µM]	-1%	0.7	0%
Clc1cccc(NC2=NCCC2)c1	18	1%	0	-2%	1.6	-4%	-1%	0.6	3%
COc1ccc(Nc2cc(C(=O)NCc3cccs3)c3ccccc3n2)cc1	·	9%	-6	-17%	0.1	32%	-3%	0.8	8%
O=C(NCc1ccc(Cl)cc1)C1CCN(C(=O)c2ccc(Cl)cc2)CC1	5	14%	-2	3%	-1.2	-3%	1%	0.7	-2%
CCn1c(SCC(=O)Nc2cc(C)on2)nc2c(c1=O)SC(C)C2 (configuration not stated)	-5	-4%	5	-2%	-0.5	4%	3%	-0.2	14%
O=C1N/C(=N/NC(=O)c2cccc3ccccc23)S/C1=C\c1ccccc1OCc1ccccc1	-2	?	-2	?	0.2	-6%	23%	0.5	1%
COc1nc(N2CCOCC2)nc(-n2cccc2)n1	·	3%	3	-14%	·	5%	-5%	-0.9	4%

Some of the entries so far, with bars between the fields:
structure | D2 antag | rTrxR1 inhibitor | TRHR enhancer | USP1-UAF1 inh | D2 ag | TrxR1 substrate | Pin1 inhibitor | TRHR ag | IDH1 R132H inh
COc1ccc(Nc2cc(C(=O)NC3CCC(C)CC3)c3ccccc3n2)cc1OC (configuration not stated) | · | -18% | 1 | ? | -0.1 | -8% | -1% | -0.8 | -19%
CC1(C)C2([N+](=O)[O-])CN(CCO)CC1([N+](=O)[O-])CN(CCO)C2 | 7 | 14%[57.1 µM] | -4 | -6% | -0.1 | 16%[57.1 µM] | -1% | 0.7 | 0%
COc1ccc(Nc2cc(C(=O)NCc3cccs3)c3ccccc3n2)cc1 | · | 9% | -6 | -17% | 0.1 | 32% | -3% | 0.8 | 8%
Clc1cccc(NC2=NCCC2)c1 | 18 | 1% | 0 | -2% | 1.6 | -4% | -1% | 0.6 | 3%
CCn1c(SCC(=O)Nc2cc(C)on2)nc2c(c1=O)SC(C)C2 (configuration not stated) | -5 | -4% | 5 | -2% | -0.5 | 4% | 3% | -0.2 | 14%
COc1ccc2c(c1)C(CC(=O)NN)CCC2 (configuration not stated) | · | 29% | · | -16% | · | 18% | -13% | · | 2%
COc1nc(N2CCOCC2)nc(-n2cccc2)n1 | · | 3% | 3 | -14% | · | 5% | -5% | -0.9 | 4%

Next entries:
SMILES	D2 antag	rTrxR1 inhibitor	TRHR enhancer	USP1-UAF1 inh	D2 ag	TrxR1 substrate	Pin1 inhibitor	TRHR ag	IDH1 R132H inh
CCOc1ccc(-c2nonc2NC(=O)COc2ccccc2)cc1	·	14%[57.1 µM]	1	-1%	0.4	-6%[57.1 µM]	?	-0.8	8%
CC(C)CC(C(=O)OCC(=O)c1c(N)n(C)c(=O)n(C)c1=O)N1C(=O)C2CC=CCC2C1=O (configuration not stated)	-6	3%[57.1 µM]	-2	-14%	1.0	6%[57.1 µM]	-6%	-1.0	-1%
Cc1cccc(C)c1Nc1nnc(SC(C)C(=O)Nc2c(C)n(C)n(-c3ccccc3)c2=O)s1 (configuration not stated)	-9	29%[57.1 µM]	0	-9%	1.7	7%[57.1 µM]	-3%	0.1	2%
Cc1ccc(C)n1-c1nnc(N2CCCC(C(=O)NCc3cccc(Cl)c3)C2)s1 (configuration not stated)	·	?	1	5%	0.2	-8%	8%	-1.1	·
CCOC(=O)C1CCCc2c1[nH]c1c(C(N)=O)cccc21 (configuration not stated)	0	-1%[57.1 µM]	5	-18%	-3.6	-8%[57.1 µM]	-14%	-0.1	6%
Cc1nc(SCC(=O)Nc2ccc(CN3CCCC3)cc2)c2c(C)c(C)sc2n1	19	16%	-2	-20%	-0.1	12%	-5%	0.3	2%
CCNC(=S)N1CCCCC1CO (configuration not stated)	-53	26%	-4	-21%	1.4	6%	2%	0.6	-2%
CCc1ccc2[nH]c(=O)c(CN(Cc3ccccc3)Cc3nnnn3Cc3ccco3)cc2c1	9	-24%	-1	-32%	0.5	-1%	39%[activator]	0.9	-3%
COC(=O)C1=C(NC(=O)c2cccs2)CCS1	0	·	4	·	0.0	·	·	0.6	·
COc1ccc(CCn2c(SCCN3CCCCC3)nc3ccccc3c2=O)cc1OC	27	18%	-6	-18%	-0.4	4%	2%	-0.1	-1%
O=c1[nH]c(/C=C\c2ccc(O)c(Cl)c2)nc(O)c1[N+](=O)[O-]	5	-23%	6	-26%	0.5	-21%	3%	0.9	11%
Cc1cccc(N(CC(=O)NCCSCc2ccccc2)S(=O)(=O)c2ccccc2)c1C	·	9%	-10	?	-0.1	7%	16%	1.5	-1%
CCCCn1c(N)c(N(CC(C)C)C(=O)c2cc3ccccc3cc2OC)c(=O)[nH]c1=O	·	12%[57.1 µM]	·	-10%	·	8%[57.1 µM]	-14%	·	4%
COc1ccc(N(C(C)C(=O)NCc2ccco2)S(C)(=O)=O)cc1 (configuration not stated)	-6	?	-7	1%	0.1	6%	2%	0.0	1%
O=C(NC(=S)Nn1cnc2c(cnn2-c2ccccc2)c1=O)c1ccc(Oc2ccccc2)cc1	5	6%	-5	-20%	-1.1	6%	7%	-0.1	-3%
Cc1cc(Nc2ccc(F)c(F)c2)nc(-c2ccccc2O)n1	-4	-6%	20	-2%	1.2	11%	3%	0.9	-5%
O=C(NC(=S)N1CCc2ccccc21)c1ccccc1Br	-10	-24%	8	-24%	-0.1	-11%	5%	-0.1	4%
O=C(Nc1cccc(Br)c1)N1CCC(CN2CCCCC2)CC1	·	10%	1	2%	·	-2%	3%	0.4	10%
CC(C)(CNC(=O)c1sc2cc(F)ccc2c1Cl)N1CCOCC1	-10	13%	7	-8%	-1.2	0%	-2%	0.5	-5%
CCOc1ccc(NC(=O)N2CCN(c3ccc(Cl)c(Cl)c3)CC2)cc1	·	10%	5	8%	-0.8	4%	-7%	-0.6	·

In the list so far, these have fluorine:
SMILES	D2 antag	rTrxR1 inhibitor	TRHR enhancer	USP1-UAF1 inh	D2 ag	TrxR1 substrate	Pin1 inhibitor	TRHR ag	IDH1 R132H inh
Cc1cc(Nc2ccc(F)c(F)c2)nc(-c2ccccc2O)n1	-4	-6%	20	-2%	1.2	11%	3%	0.9	-5%
CC(C)(CNC(=O)c1sc2cc(F)ccc2c1Cl)N1CCOCC1	-10	13%	7	-8%	-1.2	0%	-2%	0.5	-5%

The results go on:
SMILES	D2 antag	rTrxR1 inhibitor	TRHR enhancer	USP1-UAF1 inh	D2 ag	TrxR1 substrate	Pin1 inhibitor	TRHR ag	IDH1 R132H inh
Cc1ccc(Oc2ccccc2/C=C2\SC(=O)N(C)C2=O)cc1	-5	14%[57.1 µM]	2	-12%	-0.6	2%[57.1 µM]	8%	1.3	5%
Cc1noc(C)c1NC(=O)N(C)C[C@@H]1Oc2ccc(NC(=O)Cc3cn(C)c4ccccc34)cc2CC(=O)N([C@H](C)CO)C[C@@H]1C	·	-11%[57.1 µM]	·	?	·	-7%[57.1 µM]	6%	·	3%
O=C1C=C(N2CCOCC2)C2(CCCCC2)O1	-6	-2%	0	-17%	0.6	-5%	1%	-0.5	5%
COc1cccc(-c2n[nH]c(=S)n2Cc2ccco2)c1	0	40µM*	18	-6%	-0.3	-6%	?	0.2	0%
S=c1ccc2ccccc2[nH]1	0	-7%	23	-23%	10	-2%	-14%	0.5	-1%
CCOc1ccc(Br)cc1S(=O)(=O)NCc1ccc(S(N)(=O)=O)cc1	-9	7%[57.1 µM]	-2	-6%	0.9	6%[57.1 µM]	-2%	1.1	0%
NC1=NN=C(N2N=C(c3ccco3)CC2(O)C(F)(F)F)n2ncnc2C1 (configuration not stated)	2	13%[57.1 µM]	-2	-25%	2.4	5%	·	-0.1	17%
Cc1cc(NC(=O)NC2CCCN2S(=O)(=O)c2ccc(Cl)cc2)no1 (configuration not stated)	6	30%[57.1 µM]	-1	-3%	-0.1	13%[57.1 µM]	2%	-1.1	0%
COc1ccc(/C=N/NC(C)(C)C)c(OC)c1	-11	28%[57.1 µM]	7	-25%	1.5	4%[57.1 µM]	0%	0.0	6%
Cc1cc(C(=O)NNC(=O)C(C)(C)Oc2ccc(Cl)cc2)c(C)o1	·	18%	·	-4%	·	-5%	-6%	·	-6%
O=C(CCn1c(=O)[nH]c2ccsc2c1=O)N(CCc1ccccc1)Cc1ccccc1	-3	6%	2	-23%	0.3	-7%	12%	-0.5	1%
O=C(Nc1cccc(Cl)c1N1CCOCC1)c1ccc([N+](=O)[O-])o1	-7	8%	48*	-20%	1.0	5%	0%	-0.3	-8%
Cc1ccccc1NC(=S)NC(NC(=O)COc1ccccc1)C(Cl)(Cl)Cl (configuration not stated)	·	-16%[57.1 µM]	14	-13%	·	2%[57.1 µM]	-2%	0.3	4%
C(=N\N1CCN(C2c3ccccc3-c3ccccc32)CC1)/c1cccs1	-3	10%[57.1 µM]	2	-19%	0.3	-12%	1%	-0.1	5%
NS(=O)(=O)c1ccc(NC(=O)/C=C/c2ccc(S(=O)(=O)NCc3ccco3)cc2)cc1	-31	8%[57.1 µM]	-6	-4%	0.3	1%[57.1 µM]	0%	0.6	2%
Cc1ccc2cc3c(N)[nH]nc3nc2c1	-15	1%	3	-2%	-2.3	-5%	2%	-0.5	0%
Cc1cc(C(=O)CN2C(=O)C(=O)N(CCC3=CCCCC3)C2=O)c(C)n1C	·	-15%	·	-24%	·	-8%	11%	·	2%
Cc1ccc(NC(=O)c2ccncc2)cc1[N+](=O)[O-]	·	-2%	5	-15%	·	1%	1%	-2.2	4%
